# Assay outcomes as filed in PubChem BioAssay.
# ANO1 block: mouse TMEM16A channel inhibition, primary screen. Q8BHY3. HEK293 TMEM16A/YFP iodide influx fluorescence, ionomycin. normalized B-score (activity score, 25-100; higher = stronger inhibition) at 10 µM. hit rate 1.2% among 310,000. AID 588511;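 active means ratio plate-corrected score three or more library SD toward inhibition, starting fluorescence score within five deviations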;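 further: score derived from kinetic fluorescence span divided by baseline fluorescence per well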
# Target sequence (Q8BHY3 whole entry, looked up): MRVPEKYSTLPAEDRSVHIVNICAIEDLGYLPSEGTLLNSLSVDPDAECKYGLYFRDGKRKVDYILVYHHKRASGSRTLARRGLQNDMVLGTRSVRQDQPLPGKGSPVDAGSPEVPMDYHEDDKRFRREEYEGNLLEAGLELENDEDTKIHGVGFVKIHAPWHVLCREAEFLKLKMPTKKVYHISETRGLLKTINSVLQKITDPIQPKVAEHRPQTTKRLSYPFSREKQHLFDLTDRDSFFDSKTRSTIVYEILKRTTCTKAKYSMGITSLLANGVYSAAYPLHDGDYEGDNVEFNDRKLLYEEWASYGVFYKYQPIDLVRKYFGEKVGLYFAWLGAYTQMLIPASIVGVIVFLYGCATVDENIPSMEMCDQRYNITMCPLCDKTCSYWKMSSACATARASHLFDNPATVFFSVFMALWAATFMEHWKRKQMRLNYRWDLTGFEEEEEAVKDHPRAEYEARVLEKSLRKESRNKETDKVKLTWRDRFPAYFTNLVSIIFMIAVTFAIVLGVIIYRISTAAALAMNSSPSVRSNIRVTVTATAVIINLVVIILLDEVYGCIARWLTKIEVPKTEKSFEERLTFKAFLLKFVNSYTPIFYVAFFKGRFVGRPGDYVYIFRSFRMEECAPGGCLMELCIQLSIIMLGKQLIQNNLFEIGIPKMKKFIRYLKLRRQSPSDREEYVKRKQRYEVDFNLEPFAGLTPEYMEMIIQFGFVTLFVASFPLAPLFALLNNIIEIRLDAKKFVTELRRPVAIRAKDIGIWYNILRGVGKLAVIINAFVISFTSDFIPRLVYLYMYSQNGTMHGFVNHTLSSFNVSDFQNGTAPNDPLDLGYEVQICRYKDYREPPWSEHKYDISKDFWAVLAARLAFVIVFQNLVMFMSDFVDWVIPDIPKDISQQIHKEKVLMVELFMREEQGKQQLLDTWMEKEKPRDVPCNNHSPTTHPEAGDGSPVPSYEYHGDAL
# SKKanGAS inh: inhibitors of SKKanGAS S. pyogenes growth in kanamycin (SK-promoter or general growth effect); BacTiter-Glo, 6 h; inhibition, % at 7.5 µM; hit rate 1.3% among 300,000;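 active means mean replicate score, as percent of positive control median, at least 50; inconclusive means mean below 50 but one replicate at or above 50; inactive means mean and every replicate below 50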;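 further: strain carries kanamycin resistance gene driven by streptokinase promoter and grows in 40 µg/ml kanamycin; loss of luminescence reflects streptokinase promoter inhibition or plain growth inhibition; 0% = median of DMSO wells and 100% = positive control at its reference dose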
# HDAC3 inhib: inhibitors of human histone deacetylase 3; recombinant HDAC3, fluorogenic peptide/trypsin coupled, fluorescence; inhibition, % at 8.3 µM; hit rate 0.15% among 320,000; in the data active means inhibition above about 26%, passing the limit was not always enough; inconclusive means no clear call, values can overlap the other calls
# KCNQ1 act: human KCNQ1 channel potentiation or activation | CHO-K1 KCNQ1, thallium flux FluxOR fluorescence; active compounds read high | hit rate 0.35% among 310,000 | P51787 | B-score at 10 µM;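 active means fluorescence ratio B-score, a plate-corrected score, at least three library SD, with initial intensity B-score within 5 SD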
#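 Assay system: stable KCNQ1 CHO-K1 line; medium: assay buffer, equal DMSO in all wells; timing: 90 min dye loading and 20 min compound exposure, both at room temperature; technique: kinetic FluxOR thallium fluorescence, 10-s 1-Hz baseline, 110-s post-stimulus read; read-out basis: B score of baseline-normalized fluorescence ratio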
# hERG protect: compounds protecting human hERG from proarrhythmic drug block; Q12809; CHO-hERG, FluxOR thallium flux, dofetilide IC70 present; activation (rescue from dofetilide block), less the hit threshold, % at 10 µM; hit rate 0.51% among 310,000; AID 1511;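 active means activation above the mean of controls blocked by dofetilide plus 5 SD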;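 further: thallium influx through hERG after potassium depolarization seen as dye fluorescence rise; in these data hits start at about 4.7%; inactives centre near -7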
# KCNQ1 inh: human KCNQ1 channel inhibition. P51787. CHO-K1 KCNQ1, FluxOR thallium flux fluorescence; active compounds read high. B-score at 10 µM. hit rate 1.3% among 310,000. AID 2642;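 active means compounds whose thallium flux B-score, printed positive for inhibition, exceeds three library SD while starting fluorescence stays within three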;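 further: channel opened by potassium depolarization with thallium stimulus after 20 min compound exposure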
# RGS4 block: human RGS4 inhibition | HEK293 M3R/RGS4 inducible, Fluo-4 calcium flux; active compounds read high; triggered by carbachol at its EC20 | AID 463165 | B-score at 10 µM | hit rate 0.45% among 310,000 | P49798;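 active means B-score, a plate-corrected calcium signal, over three deviations above library mean, with baseline fluorescence within five deviations of library mean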;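 further: RGS4 expression induced by doxycycline in cells with stable M3 receptor; B-score is computed from the integrated fluorescence ratio over baseline after carbachol; higher B-score means a larger calcium signal and so more RGS4 inhibition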
# RGS4 pot: potentiators or activators of RGS4 | B-score at 10 µM | hit rate 0.92% among 310,000 | AID 463111 | HEK293 M3R/inducible RGS4, carbachol calcium flux Fluo4; active compounds read low;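 active means B-score of the integrated calcium signal more than 4 SD below the library mean, with starting fluorescence not abnormally high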;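 further: negative B-score means reduced calcium response which marks RGS4 activation or potentiation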
#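 Material: M3R-expressing HEK293 line, RGS4 induced by doxycycline | Schedule: Overnight RGS4 induction, 30 min dye load 37 °C, 20 min compound RT | Measured by: Fluo4 fluorescence kinetic imaging of calcium | Read-out: Integrated calcium ratio converted to B score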
# KCNK3 block: human KCNK3 channel inhibition, primary screen. O14649. CHO-KCNK3 thallium flux, FluxOR fluorescence; active compounds read low. B-score at 10 µM. hit rate 0.84% among 340,000;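 active means B-score under library mean minus 4 SD, starting fluorescence ratio at most library mean plus 5 SD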;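 further: more negative B-score means stronger inhibition of thallium flux through KCNK3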
# KCNK9 block: inhibitors of human KCNK9 two-pore domain potassium channel; Q9NPC2; HEK293 KCNK9, FluxOR thallium flux fluorescence; active compounds read low; B-score at 10 µM; hit rate 1.2% among 310,000; AID 488922;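 active means ratio B-score over 3 SD below the library mean, with starting fluorescence within 5 SD of its mean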;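 further: negative B-score means less thallium flux so channel inhibition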
# TMEM16A act: activates or potentiates the mouse TMEM16A chloride channel. Q8BHY3. HEK293 TMEM16A/YFP-H148Q/I152L, iodide quench fluorescence; active compounds read low. B-score at 10 µM. hit rate 0.3% among 340,000. AID 623877;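 active means fluorescence-ratio B-score plate-corrected deviation score at least 3 library SD below zero, with starting fluorescence score within 5 deviations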;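 further: channel opened by trigger with iodide after compound preincubation; score built on the fluorescence ratio of max minus min over baseline; more negative score means more quench and so TMEM16A activation or potentiation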
# An asterisk follows results filed as active; i = inactive; u = inconclusive; x = no result given.
SMILES,ANO1 block,SKKanGAS inh,HDAC3 inhib,KCNQ1 act,hERG protect,KCNQ1 inh,RGS4 block,RGS4 pot,KCNK3 block,KCNK9 block,TMEM16A act
Cc1c(C(=O)N2CCN(Cc3ccccc3)CC2)sc2ncnc(N3CCOCC3)c12,i,10,x,i,-10,i,i,i,i,i,i
O=C(O)/C=C\C(=O)NCc1cccnc1,i,-7,-8,i,-8,i,i,i,i,i,i
COc1ccc(-c2cc(C(=O)NNC3=NCCC3)c3c(C)nn(-c4ccccc4)c3n2)cc1,i,-14,1,i,-12,i,i,i,i,i,i
Cn1c(=O)n(C)c2cc([N+](=O)[O-])c(N3CCN(S(=O)(=O)c4ccccc4)CC3)cc21,i,-15,-7,i,-7,i,i,i,i,i,i
O=C(CN1CCOc2ccccc21)NCc1cccs1,i,3,-7,i,-10,i,i,i,i,i,i
O=C(CCn1c(=O)oc2ccccc21)NCc1ccc2c(c1)OCO2,i,-1,0,i,-8,i,i,i,i,i,i
CCN(CC)S(=O)(=O)c1ccc(N2CCOCC2)c(NS(=O)(=O)c2ccc(C)cc2)c1,i,-1,1,i,-3,i,i,i,i,i,i
COc1cc(C(=O)N[C@H](C(=O)NC2CCCCCC2)C(C)C)cc(OC)c1OC,i,11,11,i,-11,i,i,i,i,i,i
Cc1c2cnn(CC(=O)Nc3cccc(C(F)(F)F)c3)c(=O)c2c(C)n1Cc1ccccc1F,i,10,-9,i,-7,i,i,i,i,i,i
C/C(=N\Nc1nc(N2CCCCCC2)nc(N2CCCCCC2)n1)c1ccccc1,i,59*,1,i,-13,14*,i,i,i,i,i
COc1ccc(OCC(=O)Nc2cc(-c3nn(C)c(=O)c4ccccc34)ccc2N2CCOCC2)cc1,i,5,0,i,-2,i,i,i,i,i,i
COc1cccc(-c2ccc3nnc(SCC(=O)Nc4ccc(NC(C)=O)cc4)n3n2)c1,i,-5,2,i,-4,i,i,i,i,i,i
CC(Cc1ccccc1)C(=O)NCc1ccncc1 (stereo not given),i,0,3,i,-5,i,i,i,i,i,i
CC(NC(=O)CN1CCN(Cc2ccc(Cl)cc2)C1=O)c1ccc2c(c1)OCCO2 (stereo not given),i,-7,-1,i,-13,i,i,i,i,i,i
O=C(NCc1cccc(C(F)(F)F)c1)C1CCC(=O)N(C2CCCCCC2)C1 (stereo not given),i,-1,-4,i,-8,i,i,i,i,i,i
Cc1csc(NC(=O)C2=COCCO2)n1,i,1,6,i,-6,i,i,i,i,i,i
COC(=O)c1cccc(C(=O)N2CCCC(C(=O)c3cccc(OC(C)C)c3)C2)c1 (stereo not given),i,5,5,i,-4,i,i,i,i,i,i
O=C(CCC(=O)c1cccs1)NCc1ccc(F)cc1,i,-5,-2,i,-6,i,i,i,i,i,i
O=C(COc1ccccc1[N+](=O)[O-])N1CCCc2ccccc21,i,17,5,i,-8,i,i,i,i,i,i
O=C(O)C1CCC(CNS(=O)(=O)c2ccc(Br)cc2)CC1 (stereo not given),i,1,-1,i,-5,i,i,i,i,i,i
Cc1noc(C)c1S(=O)(=O)Nc1ccc(C#N)cc1,i,-5,5,i,-2,i,i,i,i,i,i
CCn1c(SCC(=O)NNC(=O)c2ccc(C)cc2)nnc1C(C)C,i,0,4,i,-6,i,i,i,i,i,i
CN1C(=O)c2ccccc2OC1(C)Cc1ccccc1 (stereo not given),i,-3,1,i,-6,i,i,i,i,i,i
O=C(NN1CCN(Cc2ccccc2Cl)CC1)c1ccc(Cl)cc1,i,0,1,i,-9,i,i,i,i,i,i
CC(C)OP(=O)(c1ccc(N(C)C)cc1)C(O)c1ccc(C(C)C)cc1 (stereo not given),i,3,5,i,-3,i,i,i,i,i,i
CCc1ccc(NS(=O)(=O)c2cccc3nonc23)cc1,i,4,-2,i,-14,i,i,i,i,i,i
O=C(/C=N/O)Nc1cccnc1,i,-2,3,i,-11,i,i,i,i,i,i
COC(=O)CSc1nc(C)cc(C)c1C#N,i,-10,-2,i,-6,i,i,i,i,i,i
Clc1c(-c2ccccc2)nnn1-c1ccccc1,i,-13,0,i,-4,i,i,i,i,i,i
CN(C)c1cccc(NC(=O)C2(C)CC2(Cl)Cl)c1 (stereo not given),i,-20,x,i,-6,i,i,i,i,i,i

# Reformatted with two lines to a compound: 5 of the compounds above.
# Values run as follows: ANO1 block, SKKanGAS inh, HDAC3 inhib, KCNQ1 act, hERG protect, KCNQ1 inh, RGS4 block, RGS4 pot, KCNK3 block, KCNK9 block, TMEM16A act
CCc1ccc(NS(=O)(=O)c2cccc3nonc23)cc1
  i, 4, -2, i, -14, i, i, i, i, i, i
COC(=O)CSc1nc(C)cc(C)c1C#N
  i, -10, -2, i, -6, i, i, i, i, i, i
CN(C)c1cccc(NC(=O)C2(C)CC2(Cl)Cl)c1 (stereo not given)
  i, -20, x, i, -6, i, i, i, i, i, i
CC(C)OP(=O)(c1ccc(N(C)C)cc1)C(O)c1ccc(C(C)C)cc1 (stereo not given)
  i, 3, 5, i, -3, i, i, i, i, i, i
O=C(NN1CCN(Cc2ccccc2Cl)CC1)c1ccc(Cl)cc1
  i, 0, 1, i, -9, i, i, i, i, i, i

# (listing goes on)
SMILES,ANO1 block,SKKanGAS inh,HDAC3 inhib,KCNQ1 act,hERG protect,KCNQ1 inh,RGS4 block,RGS4 pot,KCNK3 block,KCNK9 block,TMEM16A act
CN(C)c1ccc(N/C=C/C(=O)c2ccc(F)cc2)cc1,i,-4,-2,i,-5,i,i,i,i,i,i
CC1(C(=O)NC(=S)N(CCC#N)c2ccccc2)CC1(Cl)Cl (stereo not given),i,2,3,i,-9,i,i,i,i,i,i
O=C(COc1ccc(/C=N/NC(=O)c2ccncc2)cc1)Nc1ccc([N+](=O)[O-])cc1,i,-1,6,i,2,i,i,i,i,i,i
COc1ccc(CC2C(=O)OC(C)(C)OC2=O)cc1,i,2,-13,i,-8,i,i,i,i,i,i
O=C(NN1C(=O)CSC1=S)c1cccnc1,i,-1,0,i,-13,i,i,i,i,i,i
O=C(CSc1nc(-c2ccccc2)cc(=O)[nH]1)Nc1ccc(Br)cc1,i,2,0,i,-4,i,i,i,i,i,i
O=C(Nc1ccccc1C(=O)O)c1cc(S(=O)(=O)Nc2ccccc2)ccc1Cl,i,16,-6,i,-11,i,i,i,i,i,i
C/C(=N\NC(=O)c1nnn(-c2nonc2N)c1-c1ccc2c(c1)OCO2)c1ccccc1,i,-1,0,i,-1,i,i,i,i,i,i
Cc1cc(C(F)(F)F)nn1Cc1n[nH]c(=S)n1Cc1ccccc1,i,-2,3,i,-11,i,i,i,i,i,i
N/C(COc1ccccc1)=N\NC(=O)c1cccnc1Oc1ccccc1,i,-2,-4,i,-5,i,i,i,i,i,i
CCOC(=O)c1cnc2cc(-c3ccc(C)cc3)nn2c1-c1ccccc1,i,11,-6,i,-6,i,i,i,i,i,i
COc1ccccc1CNC(=O)[C@H](C)NC(=O)C1CCN(C(=O)[C@@H](N)Cc2ccccc2)CC1,i,0,-3,i,-6,i,i,i,i,i,i
COc1ccc(/C=N\NC(=O)c2ccc(F)cc2)cc1COc1ccccc1C(N)=O,i,11,15,i,-14,i,i,i,i,i,i
COc1cccc(CCNC(=O)c2cc(COc3c(F)cccc3F)on2)c1,i,-9,-2,i,-12,i,i,i,i,i,i
COc1ccc(C(=O)NCCS(=O)(=O)N2CCc3ccccc3C2)cc1OC,i,-3,-1,i,-11,i,i,i,i,i,i
NS(=O)(=O)c1ccc(CCNC(=O)C2CCCCC2)cc1,i,3,-1,i,-16,i,i,i,i,i,i
O=C(N/N=C\c1ccc(F)cc1)c1ccc(F)cc1,i,-5,-12,i,-4,i,i,i,i,i,i
COc1ccccc1C(=O)NCCc1nc2ccccc2n1C,i,-5,-8,i,-5,i,i,i,i,i,i
O=C(Nc1ccnn1C1CCN(C(=O)CCc2ccc(F)cc2)CC1)C1CCOC1 (stereo not given),i,-8,6,i,-15,i,i,i,i,i,i
Cc1cc(C)cc(N(C(=O)Cn2nnc3ccccc32)C(C(=O)NCc2ccco2)c2ccncc2)c1 (stereo not given),i,0,-4,i,-1,i,i,i,i,i,i
CCOc1ccc(C(=O)n2cnnc2N)cc1,i,1,x,i,-15,i,i,i,i,i,i
OC(COc1cc(Cl)c(Cl)cc1Cl)CN1CCN(c2ncccn2)CC1 (stereo not given),i,1,7,i,-11,i,i,i,i,i,i
CCOC(=O)CC1C(=O)NCCN1S(=O)(=O)c1ccccc1 (stereo not given),i,7,u,i,-8,i,i,i,i,i,i
Cc1ccc(C)c(S(=O)(=O)N2CCCOC2CNC(=O)C(=O)NCc2ccncc2)c1 (stereo not given),i,0,-1,i,-8,i,i,i,i,i,i
Cc1ccc(N2C(=O)c3ccccc3C2C(=O)c2ccc(O)cc2O)cc1 (stereo not given),i,-17,1,i,-2,i,i,i,i,i,i
CC1(C)CC(=O)c2cn3nc(C(F)(F)F)nc3nc2C1,i,-2,-7,i,-3,i,i,i,i,i,i
CCCNC(=O)C(Cc1ccccc1)NS(=O)(=O)c1ccc2c(c1)CCC(=O)N2 (stereo not given),i,-1,-1,i,-5,i,i,i,i,i,i
CC(CCc1ccccc1)NC(=O)c1ccc(-n2cncn2)c([N+](=O)[O-])c1 (stereo not given),i,-16,-2,i,-10,i,i,i,i,i,i
COc1ccc(S(N)(=O)=O)cc1C(=O)NC1CCCc2ccccc21 (stereo not given),i,-5,3,i,-4,i,i,i,i,i,i
CN1CCC(N(C)C(=S)NC(=O)c2cc(-c3cccc(Br)c3)nc3ccccc23)CC1,i,11,7,i,-9,i,i,i,i,i,i
COc1ccc(OCC(=O)N/N=C(\C)CC(=O)Nc2ccc(OC)cc2[N+](=O)[O-])cc1,i,-1,-1,i,-2,i,i,i,i,i,i
CCCCCC(=O)Nc1ncc2c(n1)CC(c1cccs1)CC2=O (stereo not given),i,1,-3,i,-8,i,i,i,i,i,i
O=C(CCN1C(=O)/C(=C/c2ccccc2Cl)SC1=S)NNC(=O)c1ccccc1O,i,60*,10,i,-14,i,i,i,i,i,i
